# Screening data (PubChem BioAssay)
# RAD54 inh: inhibitors of human RAD54 branch migration, primary screen, biochemical, fluorescence, single point; DNA repair and recombination protein RAD54-like (Homo sapiens), Q92698; RAD54 Holliday junction branch migration, FAM/BHQ fluorescence; inhibition, % at 10.4 µM; 360,000 tested, 0.14% active;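 active = mean normalized replicate activity at least 40 and at least half of replicates scoring 40 or more; inconclusive = only one of the two criteria met; inactive = mean below 40 and under half of replicates reaching 40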;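 also: 0% = median of neutral control wells and 100% = median of positive control wells; inhibitors cause a drop in the FAM fluorescence signal; in these data hits start at about 50%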
# GSIS activator: GLuc luminescence reporter in INS-1E cells, primary screen for activators of glucose-dependent secretion of insulin; AID 743287, 2014; 370,000 tested, 0.61% active; activation, % at 16.6 µM; INS-1E GLuc reporter insulin secretion, 2-3 h;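 active = lowest replicate activation of at least 40%, so every replicate reaches that level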;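 also: 0% = median of neutral control wells and 100% = median of IBMX positive control wells; some compounds called inactive have numbers as strong as hits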
# E-selectin induc: E-selectin induction in HUVECs, primary screen, imaging, HUVEC, immunofluorescence imaging, single point; P16581; normalized: neutral wells 0, TNF-alpha wells 100; activation, % at 7.58 µM; 260,000 tested, 0.37% active; AID 686992, 2013;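 active = mean E-selectin-positive cell signal at least 10% of the positive control, reached in at least 60% of replicates, without over 20% cell loss; inconclusive = no rule given, readout overlaps actives, possibly toxicity-flagged; inactive = the rest, including those meeting only one limit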;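 also: in these data hits start at about 27%; measured in HUVEC primary endothelial cells; signal is the percent of cells scored E-selectin positive by PE staining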
# Target sequence (P16581 whole entry, looked up): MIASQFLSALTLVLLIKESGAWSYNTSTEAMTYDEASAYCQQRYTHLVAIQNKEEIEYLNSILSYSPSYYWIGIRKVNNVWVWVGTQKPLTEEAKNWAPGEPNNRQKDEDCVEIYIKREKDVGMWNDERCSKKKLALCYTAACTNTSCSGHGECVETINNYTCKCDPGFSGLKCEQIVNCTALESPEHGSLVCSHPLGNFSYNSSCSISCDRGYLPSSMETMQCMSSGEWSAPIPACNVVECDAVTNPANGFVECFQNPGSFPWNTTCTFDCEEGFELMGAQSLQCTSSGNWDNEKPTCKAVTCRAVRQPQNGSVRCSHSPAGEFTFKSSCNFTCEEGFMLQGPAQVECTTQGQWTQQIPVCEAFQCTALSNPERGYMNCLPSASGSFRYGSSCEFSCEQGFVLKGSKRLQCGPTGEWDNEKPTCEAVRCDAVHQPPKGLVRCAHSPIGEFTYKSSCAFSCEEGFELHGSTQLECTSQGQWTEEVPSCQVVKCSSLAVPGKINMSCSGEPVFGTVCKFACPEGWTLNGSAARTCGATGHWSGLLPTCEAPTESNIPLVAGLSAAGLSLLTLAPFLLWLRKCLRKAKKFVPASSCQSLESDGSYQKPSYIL
#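 Read-out basis: % PE-positive cells; Test system: HUVEC primary endothelial cells; Technique: immunofluorescence imaging; Dosing: single-point compound dose.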
# RAD52 inh: RAD52 DNA annealing inhibitors, primary screen, biochemical, FRET, single point, set 2; DNA repair protein RAD52 homolog (Homo sapiens), P43351; 360,000 tested, 0.46% active; AID 651710, 2012; inhibition, % at 18.7 µM; recombinant RAD52 DNA annealing, FRET fluorescence;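 active = every replicate showing at least 50% inhibition; inconclusive = mean inhibition at least 50% but not in every replicate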
# Target sequence (P43351 whole entry, looked up): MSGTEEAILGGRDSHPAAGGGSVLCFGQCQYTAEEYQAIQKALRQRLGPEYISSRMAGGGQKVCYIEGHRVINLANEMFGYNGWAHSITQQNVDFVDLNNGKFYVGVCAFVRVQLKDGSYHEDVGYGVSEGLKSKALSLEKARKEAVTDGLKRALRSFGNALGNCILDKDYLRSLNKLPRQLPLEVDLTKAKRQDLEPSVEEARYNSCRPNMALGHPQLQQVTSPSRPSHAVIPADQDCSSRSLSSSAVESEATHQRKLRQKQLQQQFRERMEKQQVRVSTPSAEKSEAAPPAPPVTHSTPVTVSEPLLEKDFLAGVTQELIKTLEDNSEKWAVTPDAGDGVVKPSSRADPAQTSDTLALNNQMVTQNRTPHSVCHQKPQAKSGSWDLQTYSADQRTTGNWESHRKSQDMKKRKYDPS
# Xi reactivation: activators of inactive X chromosome reactivation, primary screen, imaging, XiGFP fibroblasts, GFP high-content imaging, set 2 | 360,000 tested, 0.055% active | XiGFP mouse fibroblasts, % GFP-positive cells imaging, 3 d; cells co-treated with 5-aza-dC sensitizer; scaled so ellipticine positive control = 100% | activation, % at 7.58 µM;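 active = mean normalized replicate activation at least 10% and every replicate at or above 10%; inconclusive = only one of the two criteria met; inactive = mean below 10% and not all replicates reach 10%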;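 also: 0% = median of on-plate neutral control wells and 100% = ellipticine 6 µM median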
#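 Material: SV40-immortalized XiGFP fibroblast cells, line 68-5-11 | Buffer or medium: DMEM containing 5-aza-dC | Dosing: One concentration, pinned | Times: 3 d treatment, 15 min room-temperature fixation | Controls: Ellipticine 6 µM positive control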
# DENV2 CPE: inhibitors of DENV2 cytopathic effect, primary screen, cell-based, plate reader, single concentration. DENV2-infected cells, cytopathic effect rescue. CPE inhibition, % at 9.99 µM. 350,000 tested, 1.7% active; in the data active = CPE inhibition above about 20%, passing the limit was not always enough; inconclusive = no clear call, values can overlap the other calls; tested in BHK-21 cells;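 also: 0% = median of neutral control wells and 100% = median of positive control wells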
# CFTR F508del cor: F508del CFTR correction, initial screen, CFBE line, single point; 350,000 tested, 0.36% active; CFBE cells, YFP halide quenching; stimulated with forskolin plus potentiator P3; % fluorescence drop versus neutral controls; activity (quench increase), % at 7.58 µM;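 active = mean added fluorescence quench of at least 8% versus neutral control, with both replicates also reaching 8%; inconclusive = only one of the mean or replicate conditions met; inactive = mean below 8% and not both replicates reaching 8%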;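 also: cells transiently co-express mutant CFTR-F508del with the halide-sensitive YFP; corrector assay measuring rescue of mutant channel to the surface after 24 h compound exposure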
# CASP6 VEID inh: human caspase-6 inhibitors, primary screen, biochemical, VEID-R110 fluorescence, single point, set 2 | purified caspase-6, Z-VEID-R110 cleavage fluorescence | inhibition, % at 12.5 µM | 350,000 tested, 0.53% active;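 active = mean inhibition across replicates at least about 35%, with every replicate also reaching that limit, limit read from the data; inconclusive = only one of the two criteria met; inactive = neither criterion met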;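 also: 0% = median of neutral control wells and 100% = no fluorescence left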
# Numbers without * were called inactive; ? = inconclusive; · = no result given; & = joins results of further samples.
nr	structure	RAD54 inh	GSIS activator	E-selectin induc	RAD52 inh	Xi reactivation	DENV2 CPE	CFTR F508del cor	CASP6 VEID inh
1	Cc1ccc(S(=O)(=O)N2CCCCC2C(=O)Nc2ccc(N(C)C)cc2)cc1 (centres undefined)	-1	6	0.8	-13	0.4	9	0.7	0
2	C/C=C/c1cnc2c(c1)C(=O)N([C@@H](C)CO)C[C@H](C)[C@@H](CN(C)S(=O)(=O)c1ccccc1)O2	0	-11	0.8	-1	-0.7	?	5.6	0
3	CC(OC(=O)CCSc1ccccc1)C(=O)Nc1ccc(S(N)(=O)=O)cc1 (centres undefined)	3	-5	·	-2	0.1	-3	-1.2	2
4	COc1cccc(NC(=O)N[C@H]2C=C[C@@H](CC(=O)Nc3ccc(-c4ccccc4)cc3)O[C@H]2CO)c1	-4	-24	-0.2	-41	0.0	13	1.3	4
5	CCOC(=O)c1c(C)[nH]c(C)c1S(=O)(=O)N(C)CC(=O)Nc1cc(C)ccc1OC	-4	-5	·	1	0.0	1	-2.3	-2
6	CCCCOc1ccc(C(=O)NCC(=O)NCc2ccccn2)cc1	1	7	-2.0	-4	0.0	11	-1.6	2
7	C[C@@H]1CN([C@@H](C)CO)C(=O)c2cc(-c3ccc(F)cc3)cnc2O[C@@H]1CN(C)C(=O)NC1CCCC1	-6	-3	0.3	-1	-1.1	6	0.2	0
8	C[C@H](NC(=O)C[C@@H]1C=C[C@@H](NC(=O)CN2CCOCC2)[C@@H](CO)O1)c1ccccc1	-2	1&6	-0.4&-4.1	-21&-9	0.2&0.1	?	-2.4&1.2	0&2
9	O=C(c1cc2ccccn2n1)N1CCN(c2ccccn2)CC1	-6	9	·	-12	0.1	-4	-0.8	0
10	CO[C@@H]1CN(C)C(=O)c2ccc(NC(=O)C3CCCC3)cc2OC[C@@H](C)N(Cc2ccc(F)cc2)C[C@H]1C	1	10&-26	0.0&1.0	-4&-14	0.0&0.0	1&-5	-2.9&5.2	-2&6
11	CC(C)CC#Cc1ccc2c(c1)O[C@H](CN(C)C(=O)Nc1ccccc1F)[C@@H](C)CN([C@@H](C)CO)S2(=O)=O	-14	-6	0.7	-10	-1.1	-23	0.4	1
12	Cn1c(SCc2ccc(Br)cc2)nnc1-c1ccncc1	8	1	·	-12	·	0	-1.0	0
13	C[C@H](CO)N1C[C@H](C)[C@@H](CN(C)Cc2ccc(C(=O)Nc3ccccc3N)cc2)Oc2c(NS(=O)(=O)c3ccccc3)cccc2C1=O	·	10	-0.4	13	0.0	-11	1.0	-2
14	C[C@@H]1CN([C@H](C)CO)C(=O)c2cc(C#Cc3ccccc3F)cnc2O[C@@H]1CN(C)C(=O)Cc1cccnc1	1	11	6.3	-1	0.0	-5	-0.5	4
15	COc1ccc(CN2[C@@H]3CN(C(=O)C4CC4)c4ccccc4[C@@H]3[C@@H]2CO)cc1	0	14	2.7	8	0.0	15	-0.8	-1
16	C[C@@H]1CN([C@H](C)CO)C(=O)c2cc(NS(=O)(=O)c3cn(C)cn3)ccc2O[C@@H](C)CCCCO[C@H]1CN(C)C(=O)Nc1ccc(F)cc1	6	1	-0.1	8	0.3	-2	0.5	1
17	C[C@@H]1CN([C@H](C)CO)C(=O)c2cccc(NS(=O)(=O)c3ccc(Cl)cc3)c2O[C@@H]1CN(C)Cc1ccc(-c2ccccc2)cc1	8	-25	27	-7	-0.7	·	-0.7	·
18	CC(=O)N(C)N1c2ccccc2CCc2ccccc21	·	27	0.0	16	0.0	0	-3.2	-1
19	C[C@@H]1CN([C@H](C)CO)C(=O)Cc2cc(NC(=O)Nc3ccc(F)cc3)ccc2O[C@H]1CN(C)CC1CC1	-5	-9	·	7	-0.6	6	-1.1	-8
20	CN1C(=O)c2cc(NC(=O)Cc3ccccc3)ccc2OC[C@H]2O[C@@H](CC(=O)NCc3ccc(Cl)cc3)CC[C@H]21	-2	-3	-0.1	·	0.2	-3	-1.1	·
21	CCOC(=O)Cc1ccc(Nc2nc(NC)nc3ccsc23)cc1	12	-7	-0.2	-3	2.3	-2	-0.9	-3
22	Cc1cc(Br)cn2c(Cc3cccc(F)c3)c(-c3cccc(Br)c3)nc12	3	-35	0.0	-84	-0.1	-6	0.6	-2
23	COc1ccc(OC)c(S(=O)(=O)Nc2ccccc2C(=O)N2CCCCC2)c1	·	11	·	1	0.1	?	2.6	-1
24	O=C(Cc1nc2ccccc2[nH]1)c1ccc(Cl)cc1	-24	-17	0.4	-19	0.5	-5	-2.0	2
25	O=C(C[C@@H]1C[C@@H]2c3cc(NC(=O)C4CCOCC4)ccc3O[C@@H]2[C@H](CO)O1)NCCN1CCCCC1	-1	4	0.5	14	0.1	1	-0.8	-2
26	COc1cccc(-c2ccc(C3[C@H]4CNC[C@@H]3N4C(=O)Nc3ccc4c(c3)OCO4)cc2)c1 (some centres undefined)	·	-5&15	0.1&-0.1	71*	0.0&0.0	19&0	-5.6&-1.9	-1
27	C[C@@H](O)C#Cc1cnc2c(c1)C(=O)N([C@@H](C)CO)C[C@H](C)[C@H](CN(C)C(=O)Nc1ccc(C(F)(F)F)cc1)O2	0	12	-0.5	-4	0.2	-2	-2.0	·
28	COc1ccc2c(c1)C(c1ccc([N+](=O)[O-])cc1)=NNC(c1ccco1)=N2	-7	5	·	-15	·	-1	1.8	-2
29	C[C@@H]1CN([C@@H](C)CO)C(=O)CCCn2nncc2CO[C@H]1CN(C)Cc1ccc(-c2ccccc2)cc1	-4&-4	-1&-20	0.1&0.1	-3&9	-0.1	8&-7	1.3&1.3&-1.6	-3&-1
30	C[C@@H]1CN([C@H](C)CO)C(=O)c2cc(-c3cccc(F)c3)cnc2O[C@H]1CN(C)C(=O)Nc1cc(F)ccc1F	-1	-4	-0.7	1	-0.5	13	-0.6	0
31	Cc1noc(C)c1NC(=O)Nc1ccc2c(c1)C(=O)N([C@@H](C)CO)C[C@H](C)[C@H](CN(C)Cc1ccc(Oc3ccccc3)cc1)O2	-9	-13	0.3	-20	0.0	13	0.7	·
32	CC(=O)Nc1ccc(S(=O)(=O)N(Cc2ccccc2)c2ccccc2F)cc1	·	-2	·	-12	0.0	-1	0.3	0
33	CNC(=S)N1N=C(c2cccs2)CC1c1ccc(F)cc1 (centres undefined)	3	-34	0.0	-11	0.3	-3	2.0	-1
34	Cn1nnnc1SCc1nc2scc(-c3ccc(Cl)cc3)c2c(=O)[nH]1	·	-34	·	-127	1.7	-6	0.7	-1
35	COc1ccccc1OCCNc1cc(N2CCCCC2)ccc1[N+](=O)[O-]	1	8	·	-9	0.1	·	-1.0	-1
36	CC(C)Cc1nnc(NC(=O)c2cc(S(=O)(=O)N(C)C)ccc2N2CCCC2)s1	-4	11	·	-5	0.0	-5	-1.2	-3
37	C[C@@H]1CN([C@H](C)CO)C(=O)c2cc(NC(=O)CCCN(C)C)ccc2O[C@@H](C)CCCCO[C@@H]1CN(C)C(=O)c1ccccc1	5	14	-0.1	3	-0.1	2	-1.9	0
38	C/C=C/c1ccc2c(c1)[C@H]1[C@H](CCN1S(=O)(=O)c1cn(C)cn1)[C@H](CO)N2	·	5	-0.1	3	0.2	2	0.8	-1
39	Nc1ncnc(Nc2ccc(F)c(Cl)c2)n1	5	0	·	2	-0.2	-2	-2.0	-4
40	O=C(Nc1ccccc1)c1cc(S(=O)(=O)N2CCCCC2)ccc1N1CCOCC1	7	-23	·	-1	-0.2	0	-2.9	0
41	CO[C@@H]1CC[C@@H]2CCOc3ccc(C#N)cc3C(=O)N(C)C[C@@H](OC)[C@H](C)C(=O)N(C)C[C@@H]1O2	1	1	0.2	-14	0.0	4	·	1
42	COCCNC(=O)c1cccc(NC(=O)C2=C(C)OCCS2)c1	-1	-8	0.1	-5	0.3	6	·	-1
43	COC(=O)c1ccc(NC(=O)CCC(=O)c2ccc(F)cc2)cc1	0	-5	·	-6	0.2	-1	2.3	-3
44	Cc1nc(CN(C)C(=O)c2ccccc2OC2CCN(S(C)(=O)=O)CC2)cs1	0	13	-1.0	-16	0.5	4	0.0	-3
45	CCCCN(C=O)c1c(CC)nc2ccc(C(=O)NCCc3c[nH]c4ccccc34)cn12	3	-7	0.0	-1	0.1	-8	-0.6	0
46	CC1CCN(CCOCCOc2ccc(Br)cc2Cl)CC1	0	21	1.7	·	0.0	·	·	·
47	O=S(=O)(c1ccccc1)c1nnn2c1nc(NC1CCN(Cc3ccccc3)CC1)c1cc(Cl)ccc12	5	13	·	-62	0.0	5	2.0	0
48	C[C@@H]1CN([C@@H](C)CO)C(=O)Cc2cc(NC(=O)C3CC3)ccc2O[C@@H]1CN(C)S(=O)(=O)c1ccccc1	-4	0	·	5	-0.6	2	2.1	1
49	COC(=O)C(Cc1c[nH]c2ccccc12)NC(=O)c1ccccc1Br (centres undefined)	0	·	-0.1	-2	0.0	11	-0.7	0
50	Cc1ccc(S(=O)(=O)N2C[C@H](O)COC[C@H]3O[C@H](CC(=O)N[C@H]4CCN(Cc5ccccc5)C4)CC[C@@H]32)cc1	-3	16	0.0	19	0.1	-4	0.7	-3
51	COc1ccc(CN(C)C[C@@H]2OCCCC[C@H](C)Oc3ccc(NC(=O)CCC(F)(F)F)cc3C(=O)N([C@@H](C)CO)C[C@H]2C)cc1	-1	-1	0.2	8	0.0	-2	-1.1	0
52	CN1CCN(C(=S)Nc2cc(S(=O)(=O)N3CCOCC3)ccc2Cl)CC1	5	-4	0.5	5	-0.1	-4	0.8	-1
53	COc1ccc(OC)c(S(=O)(=O)Nc2cc(C(=O)O)ccc2N2CC3CC(C2)c2cccc(=O)n2C3)c1 (centres undefined)	-3	-8	0.0	2	0.1	3	1.7	1
54	CC(C)N(Cc1cc2ccccc2[nH]c1=O)C(=O)c1ccco1	·	9	·	2	0.3	-3	1.8	5
55	Cc1cc(=O)c2c(ccc3c(=O)cc(C)[nH]c32)[nH]1	·	·	0.1	-6	0.1	12	-2.6	-4
56	O=C(C[C@@H]1C[C@@H]2c3cc(NC(=O)C4CCC4)ccc3O[C@@H]2[C@H](CO)O1)NCc1cc(F)ccc1F	-4	-7	-0.1	10	-0.1	15	-1.0	-1

# The list continues.
nr	structure	RAD54 inh	GSIS activator	E-selectin induc	RAD52 inh	Xi reactivation	DENV2 CPE	CFTR F508del cor	CASP6 VEID inh
57	COc1cccc(CNS(=O)(=O)c2ccc(N3CCCC3=O)cc2)c1	7	-3	·	-22	0.2	7	1.1	0
58	Cc1ccc(NC(=O)CN(C)C(=O)C2COc3ccccc3O2)cc1 (centres undefined)	·	1	0.4	-14	0.5	0	2.1	1
59	O=C1CC2CC1C(C(=O)O)C2C(=O)O (centres undefined)	·	3	-0.4	-5	0.5	?	4.3	2
60	C=CCOc1cccc(C2/C(=C(\O)c3ccc4c(c3)OCCO4)C(=O)C(=O)N2CCN2CCOCC2)c1 (centres undefined)	-6	-5	0.0	-14	0.1	-4	4.1	4

# Not a hit list; overall some 3.7% were active at least once.
